Keap1-Nrf2 PPI: inhibitors of human Keap1-Nrf2 protein-protein interaction | 340,000 tested, 0.15% active | Keap1 Kelch-Nrf2 peptide fluorescence polarization, 1536-well | inhibition, % at 9.4 µM | Q14145 | AID 504523; in the data active means inhibition above about 12%;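 further: human Keap1 Kelch domain with fluorescein labeled Nrf2 9mer peptide probe; 0% = neutral control wells and 100% = peptide positive control; higher means more block of Keap1 binding to Nrf2 peptide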
Target sequence (Q14145 whole entry, looked up, the tested form may be a part): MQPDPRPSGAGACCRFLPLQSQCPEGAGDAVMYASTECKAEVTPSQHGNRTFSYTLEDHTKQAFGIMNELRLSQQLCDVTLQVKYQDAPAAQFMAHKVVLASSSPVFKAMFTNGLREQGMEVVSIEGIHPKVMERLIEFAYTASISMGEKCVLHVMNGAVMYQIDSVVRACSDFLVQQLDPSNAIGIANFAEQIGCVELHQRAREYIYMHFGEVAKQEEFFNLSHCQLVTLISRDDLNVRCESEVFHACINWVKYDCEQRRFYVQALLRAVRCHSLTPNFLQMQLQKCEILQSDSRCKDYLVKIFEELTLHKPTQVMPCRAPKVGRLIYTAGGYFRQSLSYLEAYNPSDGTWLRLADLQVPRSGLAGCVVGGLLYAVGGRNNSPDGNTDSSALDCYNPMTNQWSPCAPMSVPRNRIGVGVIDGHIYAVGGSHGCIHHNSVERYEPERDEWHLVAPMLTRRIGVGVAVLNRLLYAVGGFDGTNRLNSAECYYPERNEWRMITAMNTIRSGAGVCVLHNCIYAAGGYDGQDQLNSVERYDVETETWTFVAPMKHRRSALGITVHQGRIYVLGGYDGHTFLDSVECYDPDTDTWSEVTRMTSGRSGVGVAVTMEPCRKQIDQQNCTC
SR-BI DiI-HDL act: enhances SR-BI lipid uptake from DiI-HDL. CHO ldlA[mSR-BI] cells, DiI-HDL uptake fluorescence, 3 h; 100 = double the neutral-control signal. activation, % at 12.5 µM. 320,000 tested, 0.096% active;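 active means mean replicate activation of at least 60% and every replicate at or above 60%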;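 further: 0% = median plate neutral-control signal and 100% = twice that signal; values of inactives mirror those of a sister screen read the other way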
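Material – SR-BI-overexpressing, LDLR-lacking CHO cells · Medium – BSA-supplemented, HEPES-buffered Ham's F12, pH 7.4 · Doses – single concentration · Times – compound with DiI-HDL co-incubation, 3 h at 37 °C · Measured by – bottom-read fluorescence, 550/595 nm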
PKA-R2B act: PKA-R2B complex activation; P22694+P31323; activation, % at 11.4 µM; PKA-R2B holoenzyme dissociation, Cy5-IP20 fluorescence polarization; R2B truncated from residue 108, S112A mutant; 0% DMSO only, 100% 113 µM cGMP; 340,000 tested, 0.079% active; AID 504700;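 active means activation above a cutoff set at the mean over all compounds plus 3 SD, cut at about 18% in these data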;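 further: higher means more holoenzyme dissociation and a rise in polarization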
Target sequence (P31323 whole entry, looked up, other chains not shown, the tested form may be a part): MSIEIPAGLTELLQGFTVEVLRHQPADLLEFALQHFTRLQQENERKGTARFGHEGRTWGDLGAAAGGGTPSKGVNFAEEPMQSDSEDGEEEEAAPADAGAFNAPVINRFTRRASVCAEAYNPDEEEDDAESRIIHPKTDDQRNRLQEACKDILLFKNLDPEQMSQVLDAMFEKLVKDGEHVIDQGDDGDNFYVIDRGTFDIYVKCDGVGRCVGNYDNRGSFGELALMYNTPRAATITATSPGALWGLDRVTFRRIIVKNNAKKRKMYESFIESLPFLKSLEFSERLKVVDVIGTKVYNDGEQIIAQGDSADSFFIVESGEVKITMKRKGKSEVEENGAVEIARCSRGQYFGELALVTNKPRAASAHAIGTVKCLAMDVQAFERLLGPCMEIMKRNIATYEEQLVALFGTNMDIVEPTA
PvdQ inh: blocks Pseudomonas aeruginosa PvdQ acylase activity. purified PvdQ acylase, fluorescence plate reader. inhibition, % at 10 µM. 340,000 tested, 0.063% active. AID 488965; in the data active means inhibition above about 30%, passing the limit was not always enough;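 further: 0% = vehicle neutral wells and 100% = reference inhibitor wells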
Arrestin-AP2 inh: blocks beta-arrestin peptide binding to AP2 adaptin | FITC-arrestin peptide / GST-AP2 beads, flow cytometry; AP2 beta2 appendage carries R879A mutation | inhibition, % at 10 µM | 340,000 tested, 0.31% active | AID 504490;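 active means inhibition above a set limit, near 3 SD of compounds lacking own fluorescence, cut at about 54% in these data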;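 further: plate controls were DMSO wells for no effect and 5 µM unlabelled arrestin peptide for full effect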
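Measured by: flow cytometry, FL1 (488/535 nm); Material: AP2 appendage R879A on GSH beads; Evaluation: percent response; Timing: pre-incubation 12 min, peptide binding 1 h, room temperature; Also added: 50 nM FITC-arrestin peptide; Medium: PBS with 0.05% Tween 20 and 0.1% BSA.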
DAGLB inh: diacylglycerol lipase beta (human) inhibition; Q8NCG7; HEK293T DAGLB membrane lysate, EnzChek fluorogenic substrate; inhibition, % at 5.17 µM; 340,000 tested, 0.059% active; AID 504411; in the data active means inhibition above about 34%;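 further: 0% = enzyme with vehicle and 100% = wells lacking enzyme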
NSD2 inh: inhibitors of human histone methyltransferase NSD2 | O96028 | NSD2 peptide methylation, AlphaScreen, 120 min | inhibition, % at 12.5 µM | 310,000 tested, 0.54% active; in the data active means inhibition above about 50%
LANA DNA inh: KSHV C-LANA DNA binding inhibition | inhibition, % at 9 µM | AID 504423 | 340,000 tested, 0.078% active | MBP-C-LANA/FAM-LBS DNA binding, fluorescence polarization;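 active means highest replicate inhibition at or above 60% at 9 µM, even if other replicates fall short; inactive means all replicates below 60% inhibition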;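 further: 0% = neutral control wells and 100% = 4 µM acridine orange control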
Cardiac RTF inh: cardiac RTF calcium desensitization. P19429+P45379. IANBD-labeled cardiac RTF, Ca2+ fluorescence. inhibition, % at 7.15 µM. 340,000 tested, 0.12% active. AID 493244;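 active means inhibition above the mean inhibition of all tested compounds plus 3 SD, cut at about 17% in these data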;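 further: assay run at fixed EC70 calcium of 1.6 mM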
SR-BI HDL uptake: blocks mouse SR-BI lipid uptake from DiI-HDL | 320,000 tested, 0.96% active | inhibition, % at 12.5 µM | Q61009 | AID 488896 | ldlA[mSR-BI] CHO cells, DiI-HDL uptake fluorescence, 3 h;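 active means mean replicate inhibition of at least 70% and a set share of replicates each scoring 70 or more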;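 further: 0% = median of neutral control wells and 100% = median of positive control wells; values of inactives mirror those of a sister screen read the other way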
The depositor's hits bear a star; nt = no result given.

SMILES	Keap1-Nrf2 PPI	SR-BI DiI-HDL act	PKA-R2B act	PvdQ inh	Arrestin-AP2 inh	DAGLB inh	NSD2 inh	LANA DNA inh	Cardiac RTF inh	SR-BI HDL uptake
COc1ccc(C(=O)NCC(=O)OCC(=O)N2CC(C)OC(C)C2)cc1OC (centres undefined)	0	4	-5	-11	29	-1	-2	-4.4	-11	-4
CCC(C)c1ccc(S(=O)(=O)N2CCN3CCCC3C2)cc1 (centres undefined)	-4	-4	-7	3	53	-5	2	-0.5	-3	4
O=C1CSC(=S)N1c1cccnc1	0	-5	-7	-11	-5	-2	0	-0.7	0	5
COc1ccc(NC(=O)CN2C(=O)CSc3ccc(S(=O)(=O)N4CCC(C)CC4)cc32)cc1	-3	29	-7	-14	7	-1	-2	0.5	-7	-29
COc1ccc(C(=O)N/C(=C/c2cccs2)C(=O)NCCCn2ccnc2)cc1OC	-4	29	-3	-14	-5	-3	-2	-0.1	-1	-29
Cc1cc(C)c(C(=O)N2CCCC(CNS(=O)(=O)c3cccs3)C2)o1 (centres undefined)	-6	-5	1	-11	-9	1	-1	-0.9	-5	5
COc1ccc(C(=O)COC(=O)CNC(=O)c2cccs2)cc1Br	5	nt	-6	3	-1	-1	-1	0.9	5	nt
CC(=O)NC1CCCc2c1cnn2-c1ccc(C(C)(C)C)cc1 (centres undefined)	4	-15	-2	-20	-5	-1	0	2.8	-3	15
Cc1cc(OCc2cc(C(=O)NCCN3CCCCC3CO)no2)cc(C)c1Cl (centres undefined)	1	2	-3	24	26	2	-3	-1.0	3	-2
CCc1ccc(N2CC(C(=O)N/N=C/c3cc([N+](=O)[O-])ccc3O)CC2=O)cc1 (centres undefined)	0	-25	nt	-1	-8	nt	6	-1.0	nt	25
Cc1ccc(/C=C/c2ccc(N(C)C)cc2)[n+](C)c1	-45	8	1	-5	-26	-5	6	-22	-54	-8
COCCCNC(=S)Nc1cc(C)c(C)cc1C	-3	-3	0	-8	-1	0	0	-0.6	-2	3
Cc1ccc2cc(CN(c3ccc(C)c(C)c3)S(C)(=O)=O)c(=O)[nH]c2c1	-4	0	-4	-6	15	4	5	-1.6	2	0
COc1ccc(OC)c(NC(=O)c2ccc3c(c2)C(=O)N(c2ccc(OC(C)=O)cc2)C3=O)c1	-3	-22	-5	-8	-2	-1	-2	-1.4	-2	22
O=C(Nc1sc2c(c1C(=O)NCc1cccnc1)CCCC2)c1ccco1	-10	-50	0	-1	12	1	-1	-0.3	-2	50
Cn1cccc1C(=O)NC(=O)COC(=O)c1ccccc1O	0	0	-6	-7	26	3	nt	0.7	-10	0
CCc1ccc(NC2=NCC(c3ccccc3)S2)cc1 (centres undefined)	0	11	6	-4	28	-2	nt	-2.0	-21	-11
O=C1CCc2cc(S(=O)(=O)Nc3ccccc3Cl)ccc2N1	-3	1	-4	-9	-2	3	-1	1.5	-6	-1
CCOc1ccc(N2C(=O)c3cccnc3C2Nc2ccc(OC)cc2)cc1 (centres undefined)	3	-25	-8	2	7	4	6	-0.1	-4	25
CCOc1ccc(C2CC(c3ccccc3)Nc3nc(N)nn32)cc1 (centres undefined)	-2	-4	-6	-3	-14	5	-1	0.0	3	4
O=C(/C=C/c1ccccc1Cl)Nc1ccc(S(=O)(=O)Nc2ncccn2)cc1	4	-7	-8	-5	-5	7	-9	-0.2	3	7
CC(C)(C)NC(=O)C(c1ccc(-c2ccccc2)cc1)N(C[C@H]1CC[C@@H]([C@@H]2CC[C@H](CO)O2)O1)C(=O)c1ccc(C(C)(C)C)cc1 (some centres undefined)	4	20	2	0	10	-5	nt	4.0	-8	-20
CC1Cc2ccccc2N1C(=O)Cn1c(=O)cc(O)c2ccccc21 (centres undefined)	2	-46	5	-10	2	0	-1	0.1	-6	46
CC(C)(C)C(=O)Nc1ccccc1C(=O)NCc1ccco1	-1	15	1	-11	21	2	3	0.5	3	-15
Cc1ccc(C(=O)Nc2cccc(C(=O)NC3CCCC3)c2)cc1	-2	-67	-8	-1	26	-6	-2	-0.1	0	67

Three entries already listed, sorted by SMILES length, smallest number first:
SMILES	Keap1-Nrf2 PPI	SR-BI DiI-HDL act	PKA-R2B act	PvdQ inh	Arrestin-AP2 inh	DAGLB inh	NSD2 inh	LANA DNA inh	Cardiac RTF inh	SR-BI HDL uptake
CCc1ccc(NC2=NCC(c3ccccc3)S2)cc1 (centres undefined)	0	11	6	-4	28	-2	nt	-2.0	-21	-11
CCOc1ccc(N2C(=O)c3cccnc3C2Nc2ccc(OC)cc2)cc1 (centres undefined)	3	-25	-8	2	7	4	6	-0.1	-4	25
Cc1ccc2cc(CN(c3ccc(C)c(C)c3)S(C)(=O)=O)c(=O)[nH]c2c1	-4	0	-4	-6	15	4	5	-1.6	2	0

The results go on.
SMILES	Keap1-Nrf2 PPI	SR-BI DiI-HDL act	PKA-R2B act	PvdQ inh	Arrestin-AP2 inh	DAGLB inh	NSD2 inh	LANA DNA inh	Cardiac RTF inh	SR-BI HDL uptake
Cc1ccc(C(=O)C2=C(O)C(=O)N(Cc3cccnc3)C2c2ccc(N(C)C)cc2)o1 (centres undefined)	0	13	1	-7	2	2	7	2.3	-9	-13
O=C(O)/C=C/C(=O)NCCc1cccc(Cl)c1	-5	15	4	-11	8	1	-3	-0.4	-1	-15
COC(=O)c1ccc(COc2ccccc2/C=N/NS(=O)(=O)c2ccccc2)cc1	-2	-14	-3	-8	-3	-3	-3	0.3	1	14
CCn1c(CNC(=O)c2ccccc2F)nnc1SCC(=O)NC1CCCCC1	-1	7	1	-10	-13	-1	-1	-0.1	-5	-7
Cc1nc(C(C)(C)O)n(-c2ccccc2)n1	-5	nt	-11	-10	-2	0	-8	-0.9	9	nt
COc1cc([N+](=O)[O-])cc2cc(C(=O)NC(C)(C)C)c(=O)oc12	0	5	1	-1	-4	2	3	-0.5	8	-5
Cc1ccccc1NC(=O)c1cc([N+](=O)[O-])ccc1NCCN1C(=O)CCC1=O	4	19	0	0	4	0	-13	1.7	-9	-19
Cc1ccc(NC(=O)COC(=O)C2C3CC4OC(=O)C2C4C3)cc1Cl (centres undefined)	-4	2	-1	3	16	2	-2	-1.0	3	-2
CC1CN(S(=O)(=O)c2ccc(C(=O)O)cc2)CC(C)O1 (centres undefined)	-2	nt	-6	-10	6	-1	-1	-1.0	-2	nt
O=C(NC(=S)Nc1ccc(S(=O)(=O)Nc2ncccn2)cc1)c1ccc(Br)cc1	-8	4	-2	-13	3	2	0	-0.2	7	-4
O=C(O)c1ccc(-c2nc(-c3cccc(C(F)(F)F)c3)cs2)cc1	-2	-9	-7	-5	-7	-1	1	-2.5	-3	9
O=C(c1ccc(Cl)cc1)N(Cc1ccccc1F)N1C(=O)CCCC1=O	0	nt	-7	1	6	1	nt	-0.9	-16	nt
Cc1ccc(/C=C(/NC(=O)c2ccccc2)C(=O)NCCc2c[nH]c3ccccc23)o1	-8	-36	3	-12	4	2	1	0.5	4	36
O=C(N1CCCCC1)C12CC3CC(C1)CC(C(=O)N1CCCCC1)(C3)C2	-6	3	-9	-19	-3	-3	4	-1.3	-6	-3
O=S(=O)(c1cccc(-c2nnc3n2CCCCC3)c1)N1CCOCC1	-5	7	-7	-4	8	2	4	-1.3	-4	-7
Cc1nn(-c2ccccc2)c(Cl)c1C(=O)NC1CCCCC1	-4	-30	-2	0	18	-3	-2	-0.6	5	30
CC(=O)N/C(=C\c1ccccc1)C(=O)OC(C)C(=O)N(C)c1ccccc1 (centres undefined)	2	22	5	-4	1	1	-1	-1.4	-7	-22
Cc1ccc(C(=O)OCc2nnc(-c3ccccc3)o2)o1	-2	2	3	6	31	-8	1	1.8	4	-2
CSc1ncccc1C(=O)OCC(=O)NC1CCCc2ccccc21 (centres undefined)	0	0	2	-17	4	-1	-2	-0.4	-1	0
CCS(=O)(=O)/N=C(\N)c1ccccc1	1	2	5	-14	-5	-1	-2	1.0	-7	-2
CN(C)C(=O)CSC1c2ccccc2C(=O)N1c1ccccc1 (centres undefined)	-2	17	-10	9	2	1	-2	1.8	-1	-17
Cc1ccc(S(=O)(=O)N(C)C)cc1NC(=O)c1c(-c2c(F)cccc2Cl)noc1C	4	-18	5	-13	6	0	-3	-0.5	3	18
CCOC(=O)N1CCC(N2Cc3cccc(C(=O)NCC4CCN(CC(C)C)C4)c3C2=O)CC1 (centres undefined)	-4	38	7	-3	7	-2	nt	-0.1	-4	-38
Cc1ccc2nc(N3C(=O)C(O)=C(C(=O)c4ccc(C)o4)C3c3ccco3)sc2c1 (centres undefined)	-4	4	-6	-6	-37	3	2	-1.5	3	-4
COc1ccc(NC(=S)N2CCCN(Cc3cc(C)ccc3C)C2)cc1	-6	nt	-10	8	27	1	5	-0.1	-10	nt

Remaining list, next part:
SMILES	Keap1-Nrf2 PPI	SR-BI DiI-HDL act	PKA-R2B act	PvdQ inh	Arrestin-AP2 inh	DAGLB inh	NSD2 inh	LANA DNA inh	Cardiac RTF inh	SR-BI HDL uptake
O=S(=O)(c1cccc2nonc12)N1CCN(c2cccc(Cl)c2)CC1	0	-24	0	-13	-2	-1	nt	-0.1	1	24
O=C(Nc1cccc(Cl)c1)c1nc[nH]c1C(=O)NCCN(CCNC(=O)c1[nH]cnc1C(=O)Nc1cccc(Cl)c1)CCNC(=O)c1[nH]cnc1C(=O)Nc1cccc(Cl)c1	-8	-1	3	-10	-1	0	nt	0.8	-6	1
Cc1ccc(S(=O)(=O)Nc2ccc(N(C)C)cc2)cc1	-5	-18	-7	7	26	3	23	1.2	-2	18
CC(C)C(NC(=O)c1ccccc1F)C(=O)NCc1ccc(F)cc1 (centres undefined)	-6	nt	8	-15	-4	2	0	-0.4	-2	nt
CCOC(=O)C1=C(O)CSC1=Nc1ccc(Cl)cc1	1	-11	-5	13	10	-1	-2	-1.4	0	11
CCS(=O)(=O)N1CCCC(C(=O)NCCc2ccc(C)cc2)C1 (centres undefined)	3	25	-1	-8	2	1	-4	-0.7	-9	-25
CC(C)c1nc2oc3c(NCC4CCCO4)ncnc3c2c2c1COC(C)(C)C2 (centres undefined)	1	-7	2	-11	9	0	54*	-1.8	-2	7
Cc1ccc(-n2c(SCC(=O)Nc3cccc(S(=O)(=O)NC4=NCCCCC4)c3)nc3ccccc3c2=O)cc1	-3	-20	11	-15	17	1	0	-0.2	-9	20
O=C(c1cn2ccccc2n1)N1CCc2c([nH]c3ccccc23)C1c1ccccn1 (centres undefined)	0	-10	-10	-11	5	2	1	0.9	-29	10
COC(=O)c1ccc(NC(=O)CSc2nc3ncccc3[nH]2)cc1	-1	11	0	-19	-4	-1	1	1.5	-5	-11
O=C1CN(C(=O)N[C@@H](Cc2ccccc2)C(=O)N[C@H](C(=O)O)c2ccccc2)c2ccccc2N1	2	1	-5	-8	-1	-1	2	-0.5	-1	-1
Cc1cc(Cl)ccc1NNC(=O)c1snnc1C	-7	4	2	-12	-2	-1	4	0.4	0	-4

High-throughput results: PubChem BioAssay, several laboratories
